STK33 kinase inh: blocks human STK33 kinase activity; Q9BYT3; purified STK33, MBP phosphorylation, ADP-Glo luminescence; inhibition, % at 10 µM; 0.073% of 320,000 active; AID 2661;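 active means inhibition at or above 25%, using the most active replicate where run in duplicate; inactive means inhibition below 25%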
Kir21 inh: inhibitors of mouse Kir2.1 inward-rectifier potassium channel; HEK293-Kir2.1, FluxOR thallium flux fluorescence; stronger effect = lower value; 0.85% of 310,000 active; AID 1672; B-score at 10 µM; P35561;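 active means fluorescence ratio B-score at or below minus 3 SD of library scores, with starting-brightness B-score within 2 SD, cut at about -4.2 in these data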;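 further: channel flux triggered by added potassium and thallium sulfate stimulus; B-score of peak minus minimum fluorescence over baseline after thallium stimulus; more negative B-score means stronger Kir2.1 block with less thallium influx; some compounds called inactive have numbers as strong as hits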
KCNQ2 block: KCNQ2 channel blockers in CHO-K1 cells – cell-based, FluxOR thallium flux, B-score, primary screen (AID 2156) | O88943 | 20 min; stronger effect = lower value | B-score at 10 µM | 1.1% of 310,000 active;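 active means fluorescence ratio B-score at most minus 3 library SDs, with starting brightness B-score within 2 library SDs, cut at about -5.5 in these data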
Target sequence (O88943 whole entry, looked up): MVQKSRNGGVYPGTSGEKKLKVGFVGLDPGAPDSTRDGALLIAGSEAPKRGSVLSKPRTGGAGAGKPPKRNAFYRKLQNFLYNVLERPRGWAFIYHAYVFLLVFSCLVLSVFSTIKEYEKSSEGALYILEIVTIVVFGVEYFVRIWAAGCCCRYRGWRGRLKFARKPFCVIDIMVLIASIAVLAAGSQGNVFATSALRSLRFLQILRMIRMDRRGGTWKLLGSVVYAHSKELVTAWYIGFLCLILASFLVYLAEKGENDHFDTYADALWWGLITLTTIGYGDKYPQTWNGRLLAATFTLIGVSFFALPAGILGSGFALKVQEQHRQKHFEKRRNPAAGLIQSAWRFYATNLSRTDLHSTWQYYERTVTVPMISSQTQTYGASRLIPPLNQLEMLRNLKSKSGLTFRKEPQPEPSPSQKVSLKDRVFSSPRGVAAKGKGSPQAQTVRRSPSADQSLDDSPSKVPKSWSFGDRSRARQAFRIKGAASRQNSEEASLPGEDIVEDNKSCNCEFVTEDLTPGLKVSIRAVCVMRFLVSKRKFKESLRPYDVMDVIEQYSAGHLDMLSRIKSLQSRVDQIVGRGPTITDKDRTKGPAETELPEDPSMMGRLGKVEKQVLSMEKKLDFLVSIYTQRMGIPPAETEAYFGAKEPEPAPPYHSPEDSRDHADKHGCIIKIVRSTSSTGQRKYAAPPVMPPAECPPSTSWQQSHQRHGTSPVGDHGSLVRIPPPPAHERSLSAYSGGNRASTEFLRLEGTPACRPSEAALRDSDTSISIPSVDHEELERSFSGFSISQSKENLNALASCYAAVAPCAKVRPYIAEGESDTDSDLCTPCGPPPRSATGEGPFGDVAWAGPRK
The depositor's hits bear a star; i = inactive; . = not tested or not shown.

cpd	Structure	STK33 kinase inh	Kir21 inh	KCNQ2 block
1	c1ccc(C2Nc3ccccc3-c3nc4ccccc4n32)nc1 (stereo not given)	13	-2.5	i
2	CCC(C)NC(=O)c1cc(CC(C)C)on1 (stereo not given)	0.1	0.49	i
3	O=C(CSc1ccc(-c2cccs2)nn1)N1CCCCCC1	-0.4	-0.11	i
4	CCOc1ccc(CNc2ccc(N3CCOCC3)c(C(=O)O)c2)cc1	-1.9	-1.3	i
5	CC1CC(C)CN(S(=O)(=O)N2CCCC(C(=O)NCCc3ccccc3)C2)C1 (stereo not given)	0.6	0	i
6	CCCc1nnc2n1N=C(c1ccc([N+](=O)[O-])cc1)CS2	-1.6	0.68	i
7	COc1ccc(OC)c(S(=O)(=O)NCC(c2ccco2)S(=O)(=O)c2ccccc2)c1 (stereo not given)	-0.2	-0.05	i
8	CCOC(=O)Cn1c(-c2ccccc2)cc(SC)c(C#N)c1=O	2.2	0.87	i
9	COC(=O)c1c(N)sc(C(=O)N2CCOCC2)c1C	-1.3	-0.3	i
10	Cc1ccc(-c2nc(C)sc2CC(=O)NCc2ccco2)cc1	.	-2.1	i
11	CCOc1cc2c(C#N)c(N(CC)CC)nc(N)c2c(N)n1	3.4	3.2	i
12	CCn1c(=O)c(=O)[nH]c2cc(C(=O)NCC3CCCCC3)ccc21	-1.3	-0.05	i
13	COc1cccc(NC(=O)CSCc2cc(=O)n3nc(C4CC4)sc3n2)c1	-2.0	1.2	i
14	CC(C)S(=O)(=O)C/C(N)=N/OS(=O)(=O)c1ccc(Cl)cc1	-1.3	-2.4	i
15	CCOc1ccccc1NC(=O)C(CC(C)C)NC(=O)C1CCC(C)CC1 (stereo not given)	0.0	2.1	i
16	CCC(CC)N1CCN(CCc2ccccc2)C(CCO)C1 (stereo not given)	0.4	0	i
17	CCn1cc2nc(SCC(=O)Nc3ccc(OC)c(OC)c3)n(Cc3ccc(OC)cc3)c(=O)c2n1	-2.6	-0.22	i
18	CCN1CCCc2cc(CN(CCN3CCOCC3)C(=S)Nc3ccccc3OC)ccc21	-2.2	0.73	i
19	Cc1cc(C)nc(SCc2nnc(SCC(=O)Nc3c(C)cccc3C)o2)n1	5.0	-0.36	i
20	CC(=O)Nc1ccc(S(=O)(=O)N2CCN3CCCC3C2)cc1 (stereo not given)	-1.7	0.03	i
21	CCOC(=O)C1=C(NC#N)OC(C)=C(C)C1c1ccc(O)cc1 (stereo not given)	0.6	-3.7	i
22	CN(C)CCCN(C(=O)c1ccc(S(=O)(=O)N2CCCc3ccccc32)cc1)c1nc2ccc(F)cc2s1	1.6	0.13	i
23	Cc1cc(C)n2nc(C(=O)NCc3ccccc3)nc2n1	-1.2	-1	i
24	CCC(C)N(C(=O)C(F)(F)F)C(C(=O)NC1CCCCC1)c1ccncc1 (stereo not given)	0.3	0.47	i
25	CC(C)(C)OC(=O)NCC(=O)NCC(=O)OCc1ccccc1	-1.9	0.28	i
26	CC(C)(C)c1ccc(OCc2ccc(C(=O)Nc3cccnc3)o2)cc1	-0.1	-0.14	i
27	Cc1ccccc1OCC(=O)O/N=C(\N)Cc1ccc(Cl)cc1	0.1	-1.1	i
28	CC1CCN(c2ncnc3ccccc23)CC1	-3.1	-1	i
29	CC(=O)c1ccc(NC(=O)C2=CC(c3ccc4c(c3)OCO4)=NS(=O)(=O)N2C)cc1	-0.2	0.27	i
30	CC(=O)NN1C(=O)/C(=C/c2ccc(Br)o2)SC1=S	-0.6	-0.88	i
31	COC(=O)c1nccc2c1[nH]c1ccccc12	5.0	-0.78	i
32	COc1ccc(CN(C)CC(=O)Nc2cc(OC)c([N+](=O)[O-])cc2C)c(OC)c1	-0.3	-2.7	i
33	CCN(CC)CCNC(=O)C12CC3CC(C)(CC(C)(C3)C1)C2	-0.1	-0.47	i
34	Cc1ccc(-c2nc(N)n(C(=O)Cc3ccccc3)n2)cc1	1.1	-1.2	i
35	N#C/C(=C(/O)CCCl)c1ccccn1	0.1	-0.28	i
36	CC(C)(C)c1ccccc1OCC(=O)NCc1ccccc1	1.8	-0.6	i
37	O=C(Nc1cccc(/C=C/c2ccccn2)c1)c1ccc(-n2cncn2)c([N+](=O)[O-])c1	0.1	1.4	i
38	COc1ccc2nc(NC(=O)CSc3nnc(N)s3)sc2c1	-1.0	0.09	i
39	CCC(=O)O[C@@H]1CC(=O)O[C@H](C)CC=CC=C[C@@H](O)[C@H](C)C[C@H](CC=O)[C@H](O[C@H]2O[C@H](C)[C@@H](O[C@H]3C[C@@](C)(O)[C@@H](OC(=O)CC)[C@H](C)O3)[C@H](N(C)C)[C@H]2O)[C@H]1OC	.	1.7	i
40	Cc1cc(C)c(OCC(=O)OC(C)C(=O)N2CCc3ccccc32)c(C)c1 (stereo not given)	-1.0	0.1	i
41	CCCNC(=O)/C(C#N)=C1\N=C(NC(=O)c2ccco2)c2ccccc21	-0.4	0.87	i
42	CSc1ccc(-c2nc(CSCC(=O)NCCCN3CCCC3=O)c(C)o2)cc1	-1.3	-0.27	i
43	Cc1cc(C(=O)CSc2nncs2)c(C)n1Cc1ccco1	1.0	-1.5	i
44	Cc1ccc(NC(=O)c2cccnc2)c([N+](=O)[O-])c1	-0.7	1.2	i
45	COc1ccc(/C=N/N(C)C2=NS(=O)(=O)c3ccccc32)cc1	-0.4	-1.2	i
46	S=c1[nH]c2ccc3ccccc3c2[nH]1	0.3	-0.27	i
47	O=C1OCCN1C(=O)[C@H]1[C@H](c2ccc(F)cc2)C(c2ccc(F)cc2)=NN1c1ccccc1	0.0	0.37	i
48	Cc1oc2nc(SCC(=O)NC3CCCCC3)nc(N)c2c1C	-0.2	1.5	i
49	N#C/C(=C\c1c(N2CCCCC2)nc2ccccn2c1=O)C(=O)NCc1ccco1	-1.0	3.8	i
50	Cc1ccc(-c2nn(C)c(=O)c3ccccc23)cc1CNC(=O)c1ccco1	-1.5	0.37	i

Some entries already given, limited to STK33 kinase inh and KCNQ2 block:
no.	SMILES	STK33 kinase inh	KCNQ2 block
44	Cc1ccc(NC(=O)c2cccnc2)c([N+](=O)[O-])c1	-0.7	i
45	COc1ccc(/C=N/N(C)C2=NS(=O)(=O)c3ccccc32)cc1	-0.4	i
46	S=c1[nH]c2ccc3ccccc3c2[nH]1	0.3	i

Continuation.
cpd	Structure	STK33 kinase inh	Kir21 inh	KCNQ2 block
51	CC1=C(C)CC(C(=O)NC2CCN(C(C)C)CC2)C(C(=O)O)C1 (stereo not given)	-1.7	0.23	i
52	Cc1ccc(NC(=O)c2ccc(OC(=O)CCN3C(=O)c4ccccc4C3=O)cc2)cc1	-1.2	1	i
53	COc1cccc(/C=C/c2ccccn2)c1O	1.6	0.13	i
54	Cc1onc(-c2ccccc2Cl)c1C(=O)NC1CCCCCC1	-1.0	-2	i
55	O=C1CCSc2cccc3cccc(c23)N1	0.5	2.2	i
56	COC(=O)c1ccccc1NC(=O)Cn1nc2n(C)c3ccccc3n2c(=O)c1=O	0.2	-1.9	i
57	CCC1Oc2ccc(C)cc2N(CC(=O)NCCN2CCOCC2)C1=O (stereo not given)	-1.8	-0.7	i
58	Nn1c(SCC(=O)Nc2cc(S(=O)(=O)N3CCOCC3)ccc2Cl)nnc1-c1cccnc1	-1.8	0.93	i
59	CCOC(=O)CCNC(=O)N1CCC(CCOc2ccccc2)(C(=O)OCC)CC1	-0.2	2.4	i
60	CC(C)c1csc(CN2CCCC(CNC(=O)c3cccc4ccccc34)C2)n1 (stereo not given)	0.4	-2.2	i
61	NC(=S)c1cc2cc(Br)ccc2oc1=O	-1.3	-0.9	i
62	CSc1ccc(Cl)c(C(=O)NCCCn2ccnc2)c1	-1.4	-0.04	i
63	O=C(C1=C(O)C(=O)N(CCN2CCOCC2)C1c1cccc(Br)c1)c1cccs1 (stereo not given)	-0.7	0	i
64	CCC1(CC)C(=O)N(C)C(=O)NC1=Nc1ccc(OC)cc1	-1.8	0.15	i
65	CC(C)OCCCNC(=O)C1CCC(CNS(=O)(=O)c2ccccc2)CC1 (stereo not given)	.	-0.55	i
66	Cc1ccc(/C=N/n2cnc3sc(-c4ccccc4)cc3c2=O)o1	-0.3	1.9	i
67	CCOc1ccc(OCc2ccc(C(=O)Nc3ccc(Cl)cn3)o2)cc1	-0.5	1.8	i
68	O=C(O)c1cccc(S(=O)(=O)NCc2cccs2)c1	-4.0	-0.07	i
69	Cn1c(CCN2CCCCC2)nc2cc(NC(=O)COc3ccc(Cl)cc3)ccc21	0.3	-2.3	i
70	Oc1ccc2nc(Cc3ccccc3)[nH]c2c1	0.4	-1	i
71	CCOC(=O)C1C(=O)NCC2CCCC21 (stereo not given)	-1.1	-1	i
72	COc1ccc(S(=O)(=O)N2CCC(C)CC2)cc1OC	0.5	-0.83	i
73	CC1(C)CC(=O)C(C(c2ccco2)C2C(=O)CC(C)(C)CC2=O)C(=O)C1	-0.6	1.8	i
74	O=C(NCCCN1CCOCC1)c1ccc2c(=O)n(-c3ccc(F)c(Cl)c3)c(=S)[nH]c2c1	1.0	0.68	i
75	N=c1c2c(ncn1CCN1CCOCC1)Oc1ccc3ccccc3c1C2c1ccccc1 (stereo not given)	-0.9	-1.2	i
76	O=C(CN(c1ccccc1)S(=O)(=O)c1ccccc1)N1CCN(Cc2ccc3c(c2)OCO3)CC1	0.7	-0.98	i
77	COC(=O)Nc1nn(-c2ccc(C)cc2)c(=O)c(C#N)c1C	-1.1	-0.96	i
78	OCC1(CO)COC(/C=C/c2ccccc2)=N1	-1.8	0.68	i
79	COC(=O)c1ccc(NC(=O)CSc2nnc(CNc3ccc(OC)cc3)n2C)cc1	-2.1	-0.17	i
80	O=C(NCC1COc2ccccc2O1)C1CCCN(S(=O)(=O)c2cnc[nH]2)C1 (stereo not given)	-2.0	0.46	i
81	CCn1c(CNC(=O)c2ccc(Cl)cc2)nnc1SCC(=O)N1CCOCC1	-1.3	-0.28	i
82	Cc1ccc(/C=N/NC(=O)c2nnn(-c3nonc3N)c2-c2cccs2)cc1	0.2	-0.38	i
83	CCc1nnc(NC(=O)CSc2nnc(COc3ccccc3)n2Cc2ccccc2)s1	-1.2	-0.1	i
84	CSc1ccc(C2Nc3cccc4cccc(c34)N2)cc1	0.4	-1.2	i
85	O=C(OC(C(=O)Nc1ccc(Cl)cc1C(F)(F)F)c1ccccc1)C1=COCCO1 (stereo not given)	.	2.2	i
86	COc1ccccc1C(=O)O/N=C(\N)c1ccccc1Cl	-0.7	0.69	i
87	O=C1C2C3CCC(C3)C2C(=O)N1Cc1ccccc1 (stereo not given)	-2.2	0.01	i
88	O=[N+]([O-])c1ccc(O)c(-c2nn[nH]n2)c1	-1.6	1.2	i
89	COc1ccccc1Nc1nc(N)nc(CSC(=S)N2CC(C)CC(C)C2)n1 (stereo not given)	-2.1	-0.03	i
90	Cn1nnc(NC(=O)c2ccco2)n1	0.8	2.2	i

Single records (already shown). Screens in order: STK33 kinase inh	Kir21 inh	KCNQ2 block
O=C(OC(C(=O)Nc1ccc(Cl)cc1C(F)(F)F)c1ccccc1)C1=COCCO1 (stereo not given) across the screens: .	2.2	i
O=C1C2C3CCC(C3)C2C(=O)N1Cc1ccccc1 (stereo not given) across the screens: -2.2	0.01	i
CSc1ccc(C2Nc3cccc4cccc(c34)N2)cc1 across the screens: 0.4	-1.2	i
Cc1ccc(/C=N/NC(=O)c2nnn(-c3nonc3N)c2-c2cccs2)cc1 across the screens: 0.2	-0.38	i
CCn1c(CNC(=O)c2ccc(Cl)cc2)nnc1SCC(=O)N1CCOCC1 across the screens: -1.3	-0.28	i

Next section.
cpd	Structure	STK33 kinase inh	Kir21 inh	KCNQ2 block
91	COCc1cc(C)nc(SCC(=O)Nc2ccccc2N2CCOCC2)c1C#N	-1.9	-2.3	i
92	O=c1c2c(-c3ccccc3)csc2nc2c3ccccc3c(NCCN3CCOCC3)nn12	.	0.83	i
93	Cc1ccccc1CSCC(=O)NC(=O)NC(C)(C)C	-0.3	0.77	i
94	Cc1cc(NC(=O)CSc2nc3ccccc3[nH]2)no1	-0.9	0.04	i
95	S=C(NCCCn1ccnc1)NC1CCCCC1	-0.8	0.26	i
96	Cc1ccc(NC(=O)Nc2nnc(-c3ccccc3)o2)cc1	0.2	-1	i
97	CCOc1ccc(OCCn2c(SCC(=O)O)nc3ccccc32)cc1	-0.3	2.3	i
98	Cc1nc2nc(C)c(CCC(=O)N3CCN(c4ccccc4)CC3)c(C)n2n1	-0.9	0.88	i
99	CC(=O)c1ccccc1OCCOc1ncnc2sccc12	-0.1	0.03	i
100	O=C(CSc1nc2ccccc2o1)Nc1nccs1	-1.4	0.33	i
101	COC(=O)C1C(=O)N2CCCSC2=C(C#N)C1c1cccs1 (stereo not given)	-0.5	-1.9	i
102	COc1ccc(/C(C)=N/OC/C(O)=C(\C#N)c2nc3ccccc3[nH]2)cc1OC	0.8	-0.08	i
103	O=C(Nc1ccccc1)c1cccc(NC(=O)c2ccco2)c1	0.4	-0.07	i
104	O=c1[nH]n(CC2COC3(CCCCC3)O2)c(=O)c2ccccc12 (stereo not given)	0.8	0	i
105	COc1ccc(C2C3=C(N=C4SCC(=O)N42)c2ccccc2CC3)cc1OC (stereo not given)	-1.2	0.88	i
106	O=C(O)C1CCCN(S(=O)(=O)c2ccc(Cl)s2)C1 (stereo not given)	0.2	-1.5	i
107	Cc1ccc(NC(=O)CN(C)C(=O)C2CC(=O)N(Cc3ccccc3)C2)cc1 (stereo not given)	-0.1	-0.05	i
